# EphA4 KYL inhibition: inhibitors of EphA4 binding to KYL peptide, primary screen, biochemical, colorimetric, mouse EphA4 (AID 689) | EphA4-AP binding to KYL peptide, pNPP A405; higher % means a stronger effect | inhibition, % at 10 µM, or IC50 in µM where a hit was titrated | hit rate 0.1% among 62,000; in the data active = a potency from the dose series; inactive = the rest, 99 in 100 with inhibition below about 22%
# The depositor's hits bear a star.
# Sample of the layout:
SMILES,EphA4 KYL inhibition
CC(C)(C)C(=O)[C@@H]1[C@@H]2C(=O)N(C3CCCCC3)C(=O)[C@@H]2[C@H]2c3ccccc3C=CN12,36%
CCNS(=O)(=O)c1ccc(CCC(=O)Nc2cc(Cl)ccc2Oc2ccccc2)cc1,-1%
O=C(Nc1ncc(Cc2cccc(Cl)c2)s1)C1=NCCN1,-7%

# Main list, from the first entry:
SMILES,EphA4 KYL inhibition
CC(C)(C)C(=O)[C@@H]1[C@@H]2C(=O)N(C3CCCCC3)C(=O)[C@@H]2[C@H]2c3ccccc3C=CN12,36%
CCNS(=O)(=O)c1ccc(CCC(=O)Nc2cc(Cl)ccc2Oc2ccccc2)cc1,-1%
O=C(Nc1ncc(Cc2cccc(Cl)c2)s1)C1=NCCN1,-7%
CCCS(=O)(=O)C(=C(Nc1ccccc1)Nc1ccccc1)S(=O)(=O)CCC,-9%
CCOC(=O)Cc1csc(SCC(=O)c2c(N)n(CC(C)C)c(=O)n(C)c2=O)n1,-2%
C/C(O)=C(\C#N)P(C)(=O)OCC(C)C (centres undefined),-9%
COc1ccc(NC(=O)c2ccc(N(Cc3ccc(Cl)cc3)S(C)(=O)=O)cc2)c(OC)c1,0%
CCN(CCCNC(=O)C1CCN(S(=O)(=O)c2cnc[nH]2)CC1)c1cccc(C)c1,6%
O=c1oc(-c2cccnc2)nc2ccccc12,-25%
CCCCCCCCn1cnc2c(N)c(C)c(C)cc21,-28%
Cc1nc(-c2ccccc2)cs1,-1%
C/C(Nc1ccc2c(c1)OCO2)=C(/C#N)C(N)=O,-11%
Cc1nc(-c2cccc([N+](=O)[O-])c2)cs1,5%
O=C(NCCCN1CCN(c2ccccc2F)CC1)Nc1ccc(F)cc1,-2%
CCOC(=O)c1cnc2c(Cl)cc(Cl)cc2c1NCCOCCO,14%
COc1ccc(NC(=O)C2C3C=CC4(CN(Cc5cccnc5)C(=O)C24)O3)c(OC)c1 (centres undefined),-7%
O=C(CN1C(=O)c2cccc3cccc1c23)NCc1ccccn1,-11%
CN(C)S(=O)(=O)c1cccc(C(=O)OCC(=O)NCc2ccccc2)c1,-11%
Cc1nc2ccccc2c(=O)n1NC(=O)Cc1ccc(Br)cc1,-10%
CCOc1ccc(-c2nnn(CC(=O)Nc3cc(OC)cc(OC)c3)n2)cc1OCC,-9%
C=CCn1c(SCC(=O)Nc2ccc(N(C)C)cc2)nnc1-c1cccc(C)c1,-9%
C1=CCC(/C=N/n2cnnc2)CC1 (centres undefined),-10%
CCCc1nc2sc3c(c2c(=O)n1NC(=O)CCCl)CCCC3,7%
CCn1c(=O)c(-c2ccccc2)c(O)c2ccccc21,-2%
Cc1oc2cc(O)ccc2c(=O)c1Oc1ccc2ccccc2c1,9%

SMILES,EphA4 KYL inhibition
CCOc1cc(NC(=O)c2cnccn2)c(OCC)cc1NC(=O)c1ccc(OC)cc1,-20%
COc1ccccc1Nc1ncnc2ccccc12,-3%
Cc1ccc2c(c1)c(C)c(C)n2CC(O)CN1CCCCC1C (centres undefined),-11%
O=C(COc1ccc(Cl)cc1)Nc1ccc(Br)c(Cl)c1,-2%
Cc1c(Cl)c([N+](=O)[O-])nn1CC(=O)NC1CCCCC1,-20%
CC1CCC(C(C)C)C(OC(=O)CSc2n[nH]c(=O)[nH]c2=O)C1 (centres undefined),-6%
O=C(O)c1ccc(S(=O)(=O)N2CCCCCC2)cc1,-16%
Cc1ccnc(NC2(C(F)(F)F)N=C(c3ccccc3)NC2=O)c1 (centres undefined),-5%
CC(=NCC1CCCO1)c1c(O)[nH]c(=O)[nH]c1=O (centres undefined),-38%
Cc1oc(=O)c(NC(=O)c2cccc(Cl)c2)cc1C(=O)c1ccccc1,1%
O=C(CSc1ncnc2ccccc12)N1CCCC1,10%
CN(C)C(=O)CCN1CCOCC1,-15%
CCOC(=O)c1ccc(NC(=O)CS(=O)(=O)c2cn(CC)c3ccccc23)cc1,-2%
Cn1nc(-c2ccc(C(=O)Nc3cccc(Cl)c3)cc2)c2ccccc2c1=O,-4%
COC(=O)C1=C(C)N(C)C(C)=C(C(=O)OC)C1c1ccc(C(=O)OC)cc1,-10%
N#CCCN(CCC#N)c1nnc(-c2ccccc2)s1,1%
O=C(O)CCc1nc(-c2ccccc2)no1,-1%
O=C1CSC(c2cn(-c3ccccc3)nc2-c2cc3ccccc3oc2=O)N1Cc1ccco1 (centres undefined),2%
COc1cc2c(cc1OC)C1(Nc3c-2c(Cc2ccccc2)nn3-c2ccccc2)C(=O)Nc2ccccc21 (centres undefined),-11%
Cc1ccc(NC(=O)CCNS(=O)(=O)c2ccc(C)cc2)cc1,-5%
O=C(c1cc2c(ccc3ccccc32)oc1=O)N1CCCC1,-6%
CCc1ccc(N2NC(=O)CC2=O)cc1,2%
C/C=C/c1ccc(OCCCN2C(=O)NC(C)(C)C2=O)c(OC)c1,12%
COc1ccc(C)cc1NS(=O)(=O)c1cn(C)c(=O)n(C)c1=O,-6%
COc1ccc(-c2cc(C(F)(F)F)nc(SCc3cccc(C(=O)O)c3)n2)cc1,-5%

# The list goes on; it opens with the 4 that closed the last part.
SMILES,EphA4 KYL inhibition
CCc1ccc(N2NC(=O)CC2=O)cc1,2%
C/C=C/c1ccc(OCCCN2C(=O)NC(C)(C)C2=O)c(OC)c1,12%
COc1ccc(C)cc1NS(=O)(=O)c1cn(C)c(=O)n(C)c1=O,-6%
COc1ccc(-c2cc(C(F)(F)F)nc(SCc3cccc(C(=O)O)c3)n2)cc1,-5%
CCCCOc1ccccc1NC(=O)CSc1nnnn1C(C)(C)C,-4%
CC(=O)NC1=NC(=O)C(C)S1 (centres undefined),3%
COc1ccc(C2=NOC3(CC(=O)N(c4ccc(C)cc4)C3=O)C2)c(OC)c1 (centres undefined),-9%
CCOC(=O)c1c(-c2ccccc2)csc1NC(=O)c1cccc(N2C(=O)CCC2=O)c1,-1%
CS(=O)(=O)Nc1ccc(C(=O)Nc2ccc3c(c2)OCCO3)cc1,-12%
CCc1c(C)sc(NC(=O)c2cccs2)c1C(=O)OC(C)C,23%
c1ccc(-c2ccc(-c3nc(-c4ccncc4)no3)cc2)cc1,0%
CSCCC(NS(=O)(=O)c1ccc(Cl)cc1)C(=O)OCC(=O)N(C(C)C)C(C)C (centres undefined),2%
Cc1ccc(N(CC(=O)Nc2ccccc2Br)S(=O)(=O)c2ccc(F)cc2)cc1,3%
O=S(=O)(Nc1ccc(OCc2ccccc2)cc1)c1ccccc1,-5%
Cn1cnc([N+](=O)[O-])c1Nc1ccc(O)cc1,1%
O=C(CN1CCCC1)N/N=C/c1ccc(-c2cccc(Cl)c2)o1,13%
Cc1ccccc1N=C(NOCc1ccc(Cl)cc1Cl)c1nonc1N,-4%
CCCc1cc(=O)n2[nH]c(-c3ccc(C)cc3)c(C)c2n1,-2%
Cc1ccc(NC(=O)c2c(O)c3ccccc3n(C)c2=O)nc1,-3%
O=C(COC(=O)C1c2ccccc2Oc2ccccc21)NC1CCS(=O)(=O)C1 (centres undefined),-4%
Cc1cc2cc(CNC(=O)C3CC3)ccc2n1C,-6%
CCOC(=O)c1c(C)n(C)c2ccc(O)c(CN(CC)CC)c12,-12%
O=C(CN(C(=O)c1cc2c(s1)CCC2)C1CCCC1)NCc1cccs1,-33%
Cc1ccc2c(NC(=O)C3CC3)c(C)ccc2n1,6%
CC1=C/C(=N\OC(=O)/C=C/c2ccccc2)C(C)=CC1=O,-8%
CN(C)CCCNc1c(C(=O)O)cnc2c1cnn2C,-5%
Cc1nn(CCOc2ccccc2)c(=O)n1-c1ccccc1,-5%
O=C(NC1CCCCCC1)c1cc(S(=O)(=O)N2CCOCC2)ccc1N1CCCCC1,-11%
O=C(O)c1cc2ccccc2n1-c1ccccc1,-7%

Structure,EphA4 KYL inhibition
CCOc1ccc(/C=C/[N+](=O)[O-])c2ccccc12,6%
CCN(CC)CCOCCOc1ccccc1F,-5%
C=CCn1c(SCC(=O)Nc2ccccc2CC)nnc1-c1ccncc1,-5%
CC(C)(C)c1cc(C(=O)O)n[nH]1,-14%
O=C(CCc1ccccc1)N1N=C(c2cccnc2)CC1(O)C(F)(F)F (centres undefined),1%
Cc1cc(=O)oc2cc(OCC(O)CN3CCc4ccccc4C3)ccc12 (centres undefined),-25%
O=C(c1ccc(Cl)s1)N1CCN(c2nc3ccccc3s2)CC1,-20%
Cc1noc(N)c1C(=O)Nc1ccc(F)cc1,-15%
CCCn1nc(C(=O)Nc2cc(C(=O)OC)ccc2C)c2ccccc2c1=O,5%
CCOC(=O)c1oc2ccccc2c1NC(=O)CN1CCN(C)CC1,-3%
O=C1Cc2ccccc2N1c1ccccc1,-2%
O=C(O)[C@@H]1C2CCCCC2=C2CCCCC2[C@@H]1C(=O)O (some centres undefined),-7%

# Copied from the list.
# C=CCn1c(SCC(=O)Nc2ccccc2CC)nnc1-c1ccncc1 in EphA4 KYL inhibition is listed with -5%
# CCOC(=O)c1oc2ccccc2c1NC(=O)CN1CCN(C)CC1 in EphA4 KYL inhibition is listed with -3%
# CC(C)(C)c1cc(C(=O)O)n[nH]1 in EphA4 KYL inhibition is listed with -14%

# Other results follow.
Structure,EphA4 KYL inhibition
O=C(/C=N/O)NCCCN1CCCCCC1,-3%
Clc1cccc(N/N=C/c2ccc(N3CCOCC3)cc2)c1,-15%
COC(=O)c1ccccc1NC(=S)NC(NC(=O)c1ccco1)C(Cl)(Cl)Cl (centres undefined),-2%
Cc1ccc(OCc2nc(-c3ccc([N+](=O)[O-])cc3)no2)c(Br)c1,-4%
O=C(COc1ccc2c(c1)C(=O)CC1(CCCCC1)O2)NCc1ccccn1,-6%
O=C(Nc1ccc(N2CCCCC2)cc1)c1cncc(Br)c1,5%
COc1ccc(C2CCN(Cc3cccnc3)CC2O)cc1 (centres undefined),-5%
COc1ccccc1CNC(=O)C(=O)Nc1cccc(Cl)c1,-11%
Cc1cccc(C)c1NC(=O)N1CC=C(n2c(=O)[nH]c3ccccc32)CC1,3%
O=C1CC(CCC(=O)NC2CC2)c2ccccc2N1 (centres undefined),-8%
Cc1cc2n(n1)C(c1ccc(N(C)C)cc1)Nc1ccccc1-2 (centres undefined),-16%
Cc1nn(Cc2ccccc2)c2c1C(c1ccncc1)C(C#N)=C(N)O2 (centres undefined),3%

# Grouped by structure: the entries above containing a tert-butyl group.
Structure,EphA4 KYL inhibition
CC(C)(C)C(=O)[C@@H]1[C@@H]2C(=O)N(C3CCCCC3)C(=O)[C@@H]2[C@H]2c3ccccc3C=CN12,36%
CCCCOc1ccccc1NC(=O)CSc1nnnn1C(C)(C)C,-4%
CC(C)(C)c1cc(C(=O)O)n[nH]1,-14%

# (listing goes on)
Structure,EphA4 KYL inhibition
O=C(O)c1ccccc1C(=O)NCc1cccnc1,-11%
c1ccc(CN2CCN(c3nc(-c4ccccc4)nc(-n4ccnc4)n3)CC2)cc1,-4%
O=C(CCc1ccccc1)NCCCN1CCOCC1,-2%
COc1ccc(NC(=O)c2ccco2)cc1,-12%
Cc1csc(NC(=O)c2cccn2C)n1,-20%
O=c1[nH][nH]cc1C=Nc1ccccc1O,5%
COc1c(F)c(F)c(C(=O)O)c(Nc2ccccc2)c1F,3%
c1ccc(-c2nc(NCC3CCCO3)c3oc4ccccc4c3n2)cc1 (centres undefined),1%
CCSc1nc(O)c(C2OC(=O)c3c2ccc(OC)c3OC)c(=O)n1-c1ccccc1 (centres undefined),-16%
COc1ccc(N2CCN(c3oc(Cc4cccc5ccccc45)nc3C#N)CC2)cc1,1%
O=C(Nc1ccc(Cl)c(Cl)c1)c1ccc(I)cc1,5%
COc1ccc(N2CCN(C(=S)Nc3cccc(C)c3C)CC2)cc1,-16%

Structure,EphA4 KYL inhibition
O=C1c2ccccc2C(=O)N1Cc1nc2ccccc2o1,-10%
CCOC(=O)c1cc(C#N)c(NCc2ccccc2)nc1C,-1%
COC(=O)C(NC(=O)c1ccccc1)=C1C=C(C)OC(C)=C1,8%
COc1ccc(-c2cc(C(=O)NC(C)C)no2)cc1,0%
O=C(c1ccco1)N(CCCN1CCOCC1)c1nc(-c2ccc(F)cc2)cs1,-8%
O=C(/C=C\Nc1ccccc1O)c1ccc2c(c1)OCO2,4%
CCCN(CCC)C(=O)C(CC)c1ccccc1 (centres undefined),12%
O=C(CCCCCn1c(=S)[nH]c2ccccc2c1=O)N1CCOCC1,6%
O=C(NCCCN1CCOCC1)/C(=C/c1ccc(-c2ccc(Br)cc2)o1)NC(=O)c1ccccc1,-3%
CCCN(CCC)Cc1c(C(=O)OCC)nnn1-c1nonc1N,-13%
Cn1c(SCC(=O)NC(C)(C)C)nnc1-c1cnccn1,-5%
Cc1ccc(N(CC(=O)NC2CCCC2)C(=O)c2c(C)noc2C)cc1C,-3%

Structure,EphA4 KYL inhibition
COc1ccc2c(=O)c(N3C(=O)c4ccccc4C3=O)c(C)oc2c1,-14%
Cn1cc(Cl)c(C(=O)Nc2nc3ccc(Cl)cc3s2)n1,-3%
O=C(Cn1ncc2c1-c1ccccc1OC2)Nc1ccc(S(=O)(=O)N2CCCCC2)cc1,-10%
O=C(Nc1ccc2ccccc2c1)c1cccc(Cl)c1Cl,-2%
O=Cc1cn(-c2ccccc2)nc1-c1cc2c(ccc3ccccc32)oc1=O,4%
O=C(COc1ccccc1)Nc1ccc(S(=O)(=O)N2CCOCC2)cc1,5%
O=C(Nc1ccc(Cl)cn1)c1ccc(-c2ccc([N+](=O)[O-])cc2)o1,-18%
Cc1nc2ccccn2c1/C(O)=C1\C(=O)C(=O)N(CCN(C)C)C1c1cccnc1 (centres undefined),-8%
CCN1C(=O)c2cccc3c(NC(=O)c4ccc(S(=O)(=O)N(C)C)cc4)ccc1c23,-3%
O=[N+]([O-])c1cccc(-c2noc(CCc3ccccc3)n2)c1,-2%
COc1ccc(-c2noc(CSc3nnc(-c4ccccc4)n3C)n2)cc1,-8%
O=C(NC1(C(F)(F)F)NC(=O)N(Cc2cccnc2)C1=O)c1ccncc1 (centres undefined),-11%

Structure,EphA4 KYL inhibition
CSc1nsc(SCc2ccc(Cl)cc2)n1,-9%
O=C(CCC(=O)c1ccc(Cl)cc1)OCC(=O)c1ccccc1,-5%
COC(=O)c1cc(=O)n(CCc2ccccc2F)c(=Nc2ccc(F)c(Cl)c2)s1,-2%
Cc1ccc(C)c(C(=O)CN2C(=O)c3ccccc3S2(=O)=O)c1,-18%

# Source: PubChem

# A portion of the library; rates above refer to the full screens.
